Bioassay records as filed in PubChem BioAssay.
Diaphorase act – compounds boosting diaphorase resazurin reduction – biochemical, uHTS, resorufin fluorescence, counter-screen for diaphorase-coupled primary assays, primary screen; Diaphorase/resazurin coupled assay, 16 min; stronger effect = higher value; 1 = vehicle wells, 0 = NADH-free wells; activation factor at 20 µM; 0.005% of 190,000 active; AID 1229, 2008;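 active = diaphorase activity raised at least twofold by the compound at 20 µM; inactive = activation factor below 2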
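Test system: Clostridium kluyveri diaphorase, purified enzyme; input: enzyme 0.07 U/mL final; buffer or medium: 50 mM HEPES pH 7.4 with 4.542 mM MgCl2, 0.005% Tween 20; also added: 0.114 mM NADH and 0.1 mM resazurin, final amounts; schedule: 16 min enzyme reaction, ambient temperature; technique: fluorescence of resorufin, 544 nm excitation, 590 nm emission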
FLuc act counter – FLuc activators, initial screening, artefact control for FLuc-dependent activation tests, biochemical, ATPlite luminescence. Luciferin 4-monooxygenase (Photinus pyralis), P08659. ATPlite luciferase biochemical, 10 min; 0 = ATP-free wells, 1 = DMSO control. activation factor at 10 µM. 200,000 tested, under 10 active;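 active = luciferase activation factor, scaled between plate controls, of at least 2 with compound at 10 µM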
Target sequence (P08659 whole entry, looked up): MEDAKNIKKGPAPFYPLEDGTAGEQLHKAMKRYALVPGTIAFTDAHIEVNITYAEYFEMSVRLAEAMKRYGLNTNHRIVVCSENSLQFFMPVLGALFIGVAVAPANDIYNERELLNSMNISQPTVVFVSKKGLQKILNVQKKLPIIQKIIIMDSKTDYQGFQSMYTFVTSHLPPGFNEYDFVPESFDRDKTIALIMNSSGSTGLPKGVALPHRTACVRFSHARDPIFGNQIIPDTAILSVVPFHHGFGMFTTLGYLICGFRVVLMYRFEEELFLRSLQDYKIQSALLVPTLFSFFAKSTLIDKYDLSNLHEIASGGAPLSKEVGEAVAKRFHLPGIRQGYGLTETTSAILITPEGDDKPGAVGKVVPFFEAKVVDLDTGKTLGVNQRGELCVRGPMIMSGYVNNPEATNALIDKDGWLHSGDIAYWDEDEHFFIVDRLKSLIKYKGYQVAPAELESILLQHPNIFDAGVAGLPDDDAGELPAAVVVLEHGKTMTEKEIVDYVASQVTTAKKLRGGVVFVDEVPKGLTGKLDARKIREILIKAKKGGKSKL
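Material: Luciferase/luciferin reagent mix | Doses: Test compounds dosed from 2 mM stocks in 100% DMSO | Timing: 10 min incubation after luciferase reagent addition, room temperature | Measured by: Luminescence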
Diaphorase inh – diaphorase inhibitors and chemical oxidizers, primary screen, counter-screen for diaphorase-coupled primary assays, biochemical, uHTS, resorufin fluorescence | diaphorase resazurin-to-resorufin fluorescence, NADH, 16 min; bacterial (C. kluyveri) enzyme, not human | inhibition, % at 20 µM | 0.69% of 190,000 active | AID 1217, 2008;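 active = primary screen inhibition at 20 µM above a set limit, cut at about 50% in these data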;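 note: plate controls were DMSO with full reaction for no effect and wells lacking NADH for full effect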
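Assay system – diaphorase enzyme from Clostridium kluyveri · Amount – diaphorase 0.14 U/mL (working solution) · Times – reaction incubation of 16 min at room temperature · Controls – No-NADH positive control and DMSO neutral control · Signal – resorufin fluorescence 544/590 nm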
G6PDH counter – L. mesenteroides G6PDH inhibitors, counter-screen for G6PDH-coupled screening assays, biochemical, Leuconostoc mesenteroides enzyme | glucose-6-phosphate dehydrogenase [Leuconostoc mesenteroides] | Purified L. mesenteroides G6PDH, diaphorase/resazurin coupled fluorescence, 45 min | inhibition, % at 5 µM | 0.12% of 200,000 active | AID 1020, 2008; in the data active = inhibition above about 50%
STAT1 act – STAT1 signaling activators, primary screen, cell-based, HTS, luciferase reporter; NIH 3T3 STAT1-luciferase reporter, IFN-gamma, luminescence; 100% = IFN-gamma alone, no compound; 2.6% of 200,000 active; activation (% of control), % at 5.5 µM;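 active = activation above the screen-wide mean activation plus 3 SD, cut at about 130% in these data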;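 note: raw ratio to IFN-gamma control signal so 100% means no change and 0% no light; values of inactives mirror those of a sister screen read the other way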
TLR4 MyD88 comp – inhibitors of TLR4-MyD88 association in cells, primary screen, cell-based, HeLa CL3-4, BLA complementation, FRET ratio. Toll-like receptor 4 (Homo sapiens) + Myeloid differentiation primary response protein …. HeLa CL3-4 TLR4/MyD88 BLA complementation. inhibition, % at 8.4 µM. 0.18% of 200,000 active. AID 861, 2007; in the data active = inhibition above about 25%;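 note: 0% = vehicle and 100% = reference inhibitor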
FLuc inhib CS – firefly luciferase enzyme inhibitors, primary screen, artefact control for luciferase-based inhibitor screens, biochemical, luminescence, ATPLite | 10 min | AID 1006, 2008 | inhibition, % at 10 µM | 1.5% of 200,000 active;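 active = inhibition above about 50% when tested at 10 µM, limit read from the data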
APP transl inh – inhibitors of APP translation via 5'UTR reporter, primary screen, APP 5'UTR luciferase, SH-SY5Y cells. SH-SY5Y APP 5'UTR-luciferase reporter, luminescence. inhibition, % at 2 µM. 0.82% of 190,000 active;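 active = inhibition above a set limit, derived from the sample mean plus 3 SD, cut at about 45% in these data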; note: values of inactives mirror those of a sister screen read the other way
NF-kB neuron act – activators of NF-kB expression in neurons, primary screen, cell-based, HTS; human neuronal cells, NF-kB reporter expression; stronger effect = higher value; fold change at 12.5 µM; 1.6% of 190,000 active; in the data active = fold change above about 3.3
APP 5'UTR act – activators of APP 5'UTR luciferase reporter, primary screen, SH-SY5Y cells | activation, % at 2 µM | SH-SY5Y APP 5'UTR luciferase reporter, luminescence; zero percent = DMSO vehicle wells | 1% of 190,000 active;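 active = activation above a set limit, based on mean plus 3 SD of controls, cut at about 140% in these data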; note: values of inactives mirror those of a sister screen read the other way
* = called active by the depositor; / = no result given. Rows were taken by chance. Share with any hit: about 5.6%.

| smiles | Diaphorase act | FLuc act counter | Diaphorase inh | G6PDH counter | STAT1 act | TLR4 MyD88 comp | FLuc inhib CS | APP transl inh | NF-kB neuron act | APP 5'UTR act |
| --- | --- | --- | --- | --- | --- | --- | --- | --- | --- | --- |
| CCn1cc(CNC(=O)/C=C/c2cnn(C)c2)c(C)n1 | 1 | 1 | -2 | 0 | 99 | -1 | 2 | 5 | 1.4 | -5 |
| Cc1ccccc1C(=O)NNC(=S)Nc1cccc(C(F)(F)F)c1 | 1.1 | 1 | -10 | 10 | 100 | 6 | 3 | -10 | 0.92 | 10 |
| NC(=O)c1ccc(N2CCN(c3ccc(O)cc3)CC2)c([N+](=O)[O-])c1 | 0.6 | 1.1 | 42 | 15 | 96 | 6 | -5 | -5 | 2.6 | 5 |
| COc1cc(CN2CCC(C(=O)NC3CCCC3)CC2)cc(Br)c1O | 0.8 | 1 | 17 | 7 | 110 | -17 | -3 | -2 | 0.91 | 2 |
| CCN(CC)c1ccc(NC(=O)COC(=O)CCC(=O)c2ccc(F)cc2)cc1 | 1 | 1 | -3 | 3 | 110 | -1 | 0 | 4 | 0.89 | -4 |
| COc1ccc(CC(=O)Nc2ccc(C(=O)O)cc2NC(=O)Cc2ccc(OC)cc2)cc1 | 0.9 | 1.1 | 7 | 8 | 104 | 2 | -10 | 1 | 1.1 | -1 |
| Cc1nc2c(C(=O)NCCc3ccccc3Cl)c[nH]n2c(=O)c1Cl | 0.4 | 1 | 65* | 0 | 107 | 9 | -2 | -17 | 1.1 | 17 |
| Cc1c(NC(C)c2cc(Cl)ccc2O)c(=O)n(-c2ccccc2)n1C (stereo not drawn) | 0.9 | 1 | 13 | 3 | 100 | -6 | -2 | -23 | 0.84 | 23 |
| COC(=O)c1sccc1NC(=O)Nc1ccc(Cl)c(Cl)c1 | 0.9 | 1 | 5 | -30 | 144* | -3 | -1 | -16 | 2.4 | 16 |
| Cc1c(NC(=O)CSc2nc(-c3ccco3)cc(C(F)(F)F)n2)c(=O)n(-c2ccccc2)n1C | 0.9 | 1.1 | 6 | 2 | 108 | 1 | -7 | -12 | 0.9 | 12 |
| O=C(O)c1ccnc(Cl)c1 | 0.8 | 1 | 16 | 1 | 100 | -13 | -1 | -11 | 1.2 | 11 |
| Cc1nc2ccc(NC(=O)Cc3ccsc3)cc2s1 | 0.9 | 0.7 | 7 | -2 | 116 | 0 | 33 | -60 | 2.4 | 60 |
| CCN(CC)CCCNC1=C(Cl)C(=O)c2ccccc2C1=O | 0.8 | 1 | 22 | 54* | 91 | 8 | -2 | 6 | 0.23 | -5 |
| Cc1ccc(S(=O)(=O)NC2=C(N3CCN(c4ccccc4F)CC3)C(=O)c3ccccc3C2=O)cc1 | 0.8 | 1 | 23 | 32 | 122 | -12 | 4 | -31 | 1.1 | 31 |
| CCOC(=O)CCNCc1ccc(F)cc1 | 1 | 1 | 0 | -2 | 103 | -8 | -4 | -18 | 1.2 | 18 |
| COc1ccc2c(c1)OC1(C)CC2C(C(=O)c2ccccc2OC)C(=O)N1 (stereo not drawn) | 1 | 1 | 3 | 16 | 107 | 6 | 0 | -15 | 1.2 | 15 |
| CCOC(=O)C(=O)/C(C#N)=C/Nc1ccc(F)cc1 | 0.9 | 0.9 | 11 | 13 | 110 | 3 | 7 | / | 0.95 | / |
| CCOCCOC(=O)c1ccc(-n2cncn2)nc1 | 0.9 | 1 | 7 | 13 | 108 | -7 | 2 | -1 | 1 | 1 |
| Cc1ccc(S(=O)(=O)Nc2cc(C)c(O)cc2C)cc1 | 1.1 | 1 | -9 | 7 | 89 | 6 | 1 | -2 | 0.88 | 2 |
| O=C(OCC(=O)N1CCCc2ccccc21)c1ccc(Br)o1 | 0.9 | 1 | 9 | 10 | 103 | 19 | 0 | -12 | 1.4 | 12 |
| O=C(c1cccc([N+](=O)[O-])c1)N1CCCN(C(=O)c2cccc([N+](=O)[O-])c2)CC1 | 1.1 | 1 | -13 | 1 | 97 | 0 | -1 | -7 | 1.1 | 7 |
| COc1ccc(Cc2nnc(SCC(=O)NC(C)c3ccccc3)o2)cc1 (stereo not drawn) | 0.7 | 1.1 | 27 | 3 | 100 | -2 | -7 | 3 | 1 | -3 |
| O=C(NN=C1C2CC3CC(C2)CC1C3)c1cccs1 | 1 | 1 | 3 | 4 | 122 | -1 | 1 | -131 | 2.2 | 131 |
| CCOC(=O)NC(Nc1sc2c(c1C(=O)OC)CCN(C)C2)(C(F)(F)F)C(F)(F)F | 1 | 1 | 5 | 6 | 94 | -6 | -1 | -11 | 1.2 | 11 |
| COc1ccc(-c2coc3cc4oc(=O)c5ccccc5c4cc23)cc1F | 1 | 1.1 | 0 | -17 | 100 | 4 | -6 | 96* | 0.92 | -96 |
| Nc1nonc1-n1nnc(C(=O)O)c1-c1cccs1 | 0.9 | 1 | 6 | -2 | 99 | 5 | -2 | -12 | 0.94 | 12 |
| COc1ccc(S(=O)(=O)N(C)c2ccc(C(=O)N3CCOCC3)cc2)cc1 | 0.9 | 1.1 | 10 | 0 | 92 | -9 | -5 | 0 | 0.85 | 0 |
| COc1ccccc1/C=C1/SC(=O)N(CCC(=O)Nc2ccc(S(=O)(=O)Nc3nccs3)cc2)C1=O | 0.6 | 1 | 42 | -5 | 109 | -12 | 2 | 1 | 1.1 | -1 |
| Cc1cc(Cl)n2c(nc3ccccc32)c1C#N | 0.8 | 1 | 16 | 2 | 103 | 45* | -2 | 90* | 2.2 | -90 |
| c1ccc2[nH]c(-c3nc4ccccc4[nH]3)nc2c1 | 0.9 | 0.4 | 9 | 3 | 146* | -3 | 59* | -181 | 2.2 | 181* |

The final 3 records of the section above lead into the next.
| smiles | Diaphorase act | FLuc act counter | Diaphorase inh | G6PDH counter | STAT1 act | TLR4 MyD88 comp | FLuc inhib CS | APP transl inh | NF-kB neuron act | APP 5'UTR act |
| --- | --- | --- | --- | --- | --- | --- | --- | --- | --- | --- |
| COc1ccccc1/C=C1/SC(=O)N(CCC(=O)Nc2ccc(S(=O)(=O)Nc3nccs3)cc2)C1=O | 0.6 | 1 | 42 | -5 | 109 | -12 | 2 | 1 | 1.1 | -1 |
| Cc1cc(Cl)n2c(nc3ccccc32)c1C#N | 0.8 | 1 | 16 | 2 | 103 | 45* | -2 | 90* | 2.2 | -90 |
| c1ccc2[nH]c(-c3nc4ccccc4[nH]3)nc2c1 | 0.9 | 0.4 | 9 | 3 | 146* | -3 | 59* | -181 | 2.2 | 181* |
| COc1cc(C)c(Br)cc1S(=O)(=O)NCc1ccccc1 | 0.9 | 1.1 | 10 | 4 | 102 | 0 | -8 | -16 | 1.4 | 15 |
| O=C(NNC(=O)c1cc(-c2ccc(Cl)c(Cl)c2)nc2ccccc12)Nc1ccccc1 | 1 | 1 | 2 | 2 | 101 | 1 | 0 | -5 | 0.7 | 5 |
| CCOc1cccc(-c2cc(C(=O)N3N=C(C)CC3(O)C(F)F)c3ccccc3n2)c1 (stereo not drawn) | 0.8 | 1 | 25 | 5 | 99 | -11 | -2 | 26 | 1.2 | -26 |
| COC(=O)c1ccccc1NC(=O)CCS(=O)(=O)c1ccc(Br)s1 | 0.9 | 1.1 | 12 | 0 | 104 | -1 | -6 | 1 | 0.88 | -1 |
| O=S(=O)(c1ccc(NCc2ccc(F)cc2)nc1)N1CCCC1 | 0.8 | 1 | 20 | 2 | 96 | 1 | -1 | -8 | 1.1 | 8 |
| O=C(Nc1ccc(N2CCOCC2)c(Cl)c1)c1cc2ccccc2o1 | 0.9 | 0.9 | 14 | 5 | 170* | 14 | 12 | -84 | 2.2 | 84 |
| O=C(Nc1cccnc1)C(Cc1ccccc1)n1cccc1 (stereo not drawn) | 0.8 | 1.1 | 15 | 8 | 99 | 2 | -8 | -10 | 1.1 | 10 |
| O=C(Nc1ccc(Cl)c(Cl)c1)c1ccncc1 | 0.9 | 1 | 7 | 7 | 122 | -11 | 1 | -14 | 1.5 | 14 |
| COc1ccc(N(CC(=O)NN=C2CCCC2)S(=O)(=O)c2ccccc2)cc1 | 0.9 | 1.1 | 15 | 13 | 101 | 13 | -6 | 4 | 1.1 | -4 |
| CN(CC(=O)Nc1ccc(F)c(F)c1)S(=O)(=O)c1cccc2nsnc12 | 0.8 | 1 | 18 | 2 | 95 | 6 | -3 | -17 | 0.84 | 17 |
| NC(=O)CSc1nnc(Cc2ccc3c(c2)OCO3)n1C1CCCCC1 | 0.9 | 1.1 | 15 | 1 | 100 | -4 | -6 | -1 | 1.2 | 1 |
| FCCCOc1ccc(-c2nccc(-c3ccc(Cl)cc3)n2)cc1 | 0.9 | 1 | 14 | -23 | 102 | -2 | 2 | 20 | 0.94 | -20 |
| CC1(C)C(=O)NCCN1C(=O)CCC(=O)O | 0.9 | 1.1 | 8 | -3 | 91 | 20 | -7 | 4 | 1.3 | -3 |
| COC(=O)[C@@H]1CC[C@H](C)[C@@H](c2ccc(C)cc2)N1C(=O)c1ccc(/C=N/OCC[C@@H]2C=C[C@H](OC(C)=O)[C@@H](COC(C)=O)O2)cc1 | 0.9 | 1 | 5 | 19 | 104 | -7 | -2 | -8 | 0.88 | 8 |
| Cc1ncsc1C(=O)NCc1ccc(N2CCCC2=O)cc1 | 1.2 | 1 | -16 | 6 | 92 | -6 | -1 | -2 | 0.87 | 2 |
| CC(C)(NC(=O)N1CCCC1)c1cccc(C(C)(C)NC(=O)N2CCCC2)c1 | 0.7 | 1.1 | 25 | -8 | 91 | 2 | -5 | 9 | 0.98 | -9 |
| COC(=O)COc1ccc(NC(=O)C2CCCO2)cc1 (stereo not drawn) | 0.9 | 1 | 14 | 15 | 99 | 18 | 1 | -8 | 1.5 | 8 |
| COc1ccc(Cl)cc1NC(=O)c1nc2nc(C)cc(C(F)F)n2n1 | 0.9 | 1.1 | 10 | -8 | 101 | -7 | -7 | / | 0.99 | / |
| CCCCCCCCCCC(=O)NNC(=O)c1c(O)c2ccccc2n(CC)c1=O | 1 | 1.1 | 0 | 6 | 96 | 0 | -7 | 7 | 1.1 | -7 |
| COc1ccc(S(=O)(=O)Nc2nnc(C)s2)cc1 | 0.9 | 1 | 6 | 18 | 102 | -6 | -3 | -14 | 1.6 | 14 |
| COc1cccc(NC(=O)Cc2nnc(SCCOc3ccccc3)n2C)c1 | 0.9 | 1 | 7 | 10 | 98 | -8 | -4 | -5 | 1 | 5 |
| O=C(COc1ccccc1Br)Nc1ccccc1C(F)(F)F | 1 | 1 | 2 | 16 | 119 | 12 | -1 | -14 | 1.5 | 14 |
| CCC(C)NC(=O)/C=C/c1ccc(S(=O)(=O)NCc2ccco2)cc1 (stereo not drawn) | 0.9 | 1 | 8 | 8 | 101 | 13 | -2 | -1 | 1.1 | 1 |
